Screening data: PubChem, several laboratories
PMI act satM6P – activators of human phosphomannose isomerase at near-saturating mannose 6-phosphate; AID 1216; P34949; 190,000 tested, 0.34% active; activation factor at 20 µM; coupled PMI enzyme assay, resazurin fluorescence, 20 min; hits give high values; 1 = untreated enzyme, 0 = substrate-free blank;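 active means activation factor of 2 or more at 20 µM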
Target sequence (P34949 whole entry, looked up): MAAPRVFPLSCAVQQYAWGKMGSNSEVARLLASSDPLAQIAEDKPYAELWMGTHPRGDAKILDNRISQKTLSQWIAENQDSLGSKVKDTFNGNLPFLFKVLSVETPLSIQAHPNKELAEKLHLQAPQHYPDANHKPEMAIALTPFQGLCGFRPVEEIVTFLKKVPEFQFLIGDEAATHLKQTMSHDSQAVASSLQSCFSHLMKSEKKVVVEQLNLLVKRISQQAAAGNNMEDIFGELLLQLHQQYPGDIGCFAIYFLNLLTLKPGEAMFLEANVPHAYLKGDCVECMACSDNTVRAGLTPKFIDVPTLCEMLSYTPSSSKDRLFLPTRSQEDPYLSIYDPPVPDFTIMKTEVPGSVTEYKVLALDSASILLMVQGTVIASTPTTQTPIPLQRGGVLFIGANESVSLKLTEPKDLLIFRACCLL
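Test system: human phosphomannose isomerase with PGI, G6PDH, diaphorase coupling enzymes; Amount: PMI at 15 ng/mL final; Reagent: Mannose-6-phosphate 1.0 mM (near-saturating) plus 0.22 mM NADP+; Timing: 20 min, room temperature; Technique: resorufin fluorescence at Ex 544/Em 590 nm; Dosing: 20 µM single dose.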
bIAP activator – intestinal alkaline phosphatase (bovine) activation | purified bovine IAP, CDP-star luminescence, 30 min; hits give high values; fold of DMSO-control signal, blank-subtracted | activation factor at 20 µM | 200,000 tested, 0.17% active | AID 1016;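 active means activation factor of 2 or more at 20 µM, a signal rise over negative controls twice the positive control's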
TNAP inh hiacc – inhibitors of human TNAP at high phosphate acceptor concentration; P05186; purified TNAP, CDP-star luminescence, 1 M DEA; inhibition, % at 20 µM; 200,000 tested, 0.03% active; AID 1135;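 active means over 50% inhibition of tissue-nonspecific alkaline phosphatase at 20 µM in the single-dose screen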;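 further: plate controls were DMSO wells for no effect and EDTA-quenched wells as full inhibition for full effect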
Target sequence (P05186 whole entry, looked up): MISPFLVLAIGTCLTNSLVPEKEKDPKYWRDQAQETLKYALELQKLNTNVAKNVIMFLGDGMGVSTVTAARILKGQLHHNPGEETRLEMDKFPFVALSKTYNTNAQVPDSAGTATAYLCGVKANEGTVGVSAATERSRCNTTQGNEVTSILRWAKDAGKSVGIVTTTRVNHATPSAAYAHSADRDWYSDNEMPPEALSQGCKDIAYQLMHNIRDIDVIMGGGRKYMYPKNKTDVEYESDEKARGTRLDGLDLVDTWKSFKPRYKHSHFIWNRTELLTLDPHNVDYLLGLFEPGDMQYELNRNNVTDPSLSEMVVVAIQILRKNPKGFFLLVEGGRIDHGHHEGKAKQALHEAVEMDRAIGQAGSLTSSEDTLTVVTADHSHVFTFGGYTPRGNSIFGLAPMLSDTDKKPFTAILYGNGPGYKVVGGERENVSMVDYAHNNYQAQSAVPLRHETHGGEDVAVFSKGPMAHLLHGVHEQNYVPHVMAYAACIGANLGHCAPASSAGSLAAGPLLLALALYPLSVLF
TNAP act hi DEA – TNAP (human) activation, high acceptor; activation factor at 20 µM; P05186; 200,000 tested, under 10 active; purified TNAP, CDP-star luminescence, 1 M DEA, 30 min; hits give high values; 0 = EDTA background, 1 = DMSO-only activity;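 active means activation factor at least 2 at 20 µM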
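Test system – human TNAP · Doses – 20 µM single point · Incubation – 30 min, room temperature · Signal – luminescent substrate turnover signal · Read-out basis – activation factor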
TNAP inh no acc – TNAP (human) inhibition, acceptor-free conditions | 200,000 tested, 0.26% active | P05186 | purified TNAP, CDP-star luminescence, 30 min | inhibition, % at 20 µM;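 active means tissue-nonspecific alkaline phosphatase inhibition above about 50% at 20 µM in the single-dose screen, limit read from the data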;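 further: 0% = DMSO negative control and 100% = EDTA positive control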
L major viab – reduces viability of Leishmania major promastigotes. resazurin fluorescence viability. inhibition, % at 10 µM. 200,000 tested, 9% active. AID 1063; in the data active means inhibition above about 50%;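 further: promastigotes grown with compound for 44 hours at 28 °C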
Diaph inh CS – diaphorase inhibition or chemical oxidation counter-screen; diaphorase resazurin-to-resorufin fluorescence, NADH, 16 min; bacterial (C. kluyveri) enzyme, not human; inhibition, % at 20 µM; 190,000 tested, 0.69% active; AID 1217;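 active means primary screen inhibition at 20 µM above a set limit, cut at about 50% in these data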;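 further: plate controls were DMSO with full reaction for no effect and wells lacking NADH for full effect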
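Assay system: diaphorase enzyme from Clostridium kluyveri. Quantity: enzyme working solution with 0.14 U/mL diaphorase. Schedule: reaction incubation of 16 min at room temperature. Technique: resorufin fluorescence, excitation 544 nm, emission 590 nm. Controls: No-NADH positive control and DMSO neutral control.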
PMI act – increases human mannose-6-phosphate isomerase activity; P34949; AID 1214; 190,000 tested, 0.005% active; activation factor at 20 µM; purified human PMI, coupled resazurin fluorescence, 20 min; hits give high values; 1 = vehicle control, 0 substrate-free wells;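 active means activation factor of 2 or more at 20 µM, relative to plate controls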
Diaph act CS – diaphorase activation or chemical reduction counter-screen | AID 1229 | 190,000 tested, 0.005% active | Diaphorase/resazurin coupled assay, resorufin fluorescence, 16 min; hits give high values; 1 = vehicle wells, 0 = NADH-free wells | activation factor at 20 µM;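 active means diaphorase activity raised at least twofold by the compound at 20 µM; inactive means activation factor below 2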
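Material: purified diaphorase enzyme from Clostridium kluyveri / Medium: HEPES pH 7.4 buffer with MgCl2 and Tween 20 / Schedule: enzyme reaction of 16 min at room temperature / Measured by: resorufin fluorescence, excitation 544 nm, emission 590 nm / Evaluation: rise in resorufin formation, marking diaphorase activation or chemical reduction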
bIAP inhibitor – intestinal alkaline phosphatase (bovine) inhibition; purified bovine IAP, CDP-star luminescence, 30 min; inhibition, % at 20 µM; 190,000 tested, under 10 active; AID 1019;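 active means over 50% inhibition of intestinal alkaline phosphatase at 20 µM in the single-dose screen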
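Assay system – bovine IAP enzyme · Quantity – bovine IAP at 1/65,000,000 final dilution · Detection – CDP-star luminescence signal · Times – 30 min reaction at room temperature · Also added – CDP-star substrate at 30 µM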
Numbers without * were called inactive; nt = not tested or not shown.

SMILES	PMI act satM6P	bIAP activator	TNAP inh hiacc	TNAP act hi DEA	TNAP inh no acc	L major viab	Diaph inh CS	PMI act	Diaph act CS	bIAP inhibitor
CC(C(N)=O)N1CC(c2ccc(Cl)cc2)CC1=O (stereo not given)	1	0.9	-7	1.1	-17	-1	16	1	0.8	11
Cc1cccc(CSc2nc3c(cc2C#N)CN(C)CC3)c1	0.8	0.9	-3	1	-7	21	23	0.7	0.8	8
CSc1ncc(Cl)c(C(=O)O)n1 (tested in a mixture with another compound)	1	1	-3	1	-9	-6	12	1	0.9	2
O=C(c1ccc(CS(=O)(=O)c2ccccc2)o1)N1CCC2(CC1)OCCO2	0.9	1.1	-4	1	-10	-6	22	0.8	0.8	-6
Cc1nc2ccccc2c(=O)n1-c1ccccn1	0.9	0.9	-7	1.1	-19	1	14	1	0.9	9
Clc1ccc2nc3c(c(-c4ccccc4)c2c1)CNCC3	1	1	-1	1	-19	-5	17	0.9	0.8	3
CC(Cc1ccccc1)NC(=O)NC(C)Cc1ccccc1 (stereo not given)	0.9	0.9	-1	1	-17	-3	11	0.9	0.9	10
CCOc1ccccc1N1C(=O)NC(=O)/C(=C/c2ccc3c4c(cccc24)CC3)C1=O	0.9	1	-8	1.1	-5	0	24	0.9	0.8	1
C=CCN1C(=O)/C(=C/c2cc(C)n(-c3cccnc3)c2C)C(=O)NC1=S	0.3	1	2	1	14	99*	36	0.5	0.6	4
C[C@]12CC(=CO)C(=O)C[C@@H]1CC[C@@H]1[C@@H]2CC[C@@]2(C)[C@H]1CC[C@]2(C)O	1.3	1.1	-6	1.1	-8	nt	-22	1.2	1.2	-15
CCCC(=O)NC(Oc1ccc(OC)cc1)C(Cl)(Cl)Cl (stereo not given)	0.9	1.1	-5	1.1	-11	5	3	0.9	1	-15
CC(=O)N1CCC2(CC1)CC(=O)c1cc(OCC(=O)N3CCN(C)CC3)ccc1O2	1	1	-1	1	-6	-2	-1	1.1	1	2
O=C1NC(=O)N(c2ccc(Br)cc2)C(=O)/C1=C/c1ccsc1	1.3	1.1	2	1	10	-5	2	1.3	1	-8
Cc1nn(C)c(C)c1/C=C1/CC2C3CC=C4CC(O)CCC4(C)C3CCC2(C)C1=O (stereo not given)	0.9	0.9	-2	1	-5	6	18	1	0.8	12
Cc1ccc(S(=O)(=O)CC(=O)c2cc(C)c(OC(=O)N(C)C)c(C)c2)cc1	1	1.1	-4	1	-21	7	30	1	0.7	-6
CC(C)(C)c1ccc(O)c(CN2CCN(c3ccccc3)CC2)c1	1	0.9	-4	1	8	12	-3	1	1	10
CCOc1ccc2oc(C(=O)NN3C(C)CCCC3C)c(C)c2c1 (stereo not given)	1	1	-3	1	-12	15	10	1	0.9	-3
Nc1ccccc1N=Cc1c(O)n(CCC2=CCCCC2)c(=O)[nH]c1=O	0.6	1.1	-4	1	-45	-7	16	0.8	0.8	-10
COC(=O)C(C)Oc1cc(C)cc2oc(=O)c3c(c12)CCCC3 (stereo not given)	0.9	1	-5	1.1	-7	14	26	0.8	0.7	-2
Cc1cc(/C=C2\C(=O)NC(=S)N(C)C2=O)c(C)n1C1CCCCC1	1.2	1	14	0.9	21	23	6	1.2	0.9	-2
CN1C(=O)/C(=C\c2ccc(N3CCCCC3)o2)C(=O)NC1=S	0.9	0.3	48	0.5	42	7	15	0.9	0.9	nt
CCc1ccc(-c2nn(Cc3ccccc3)cc2C=O)cc1	1	0.9	-2	1	-9	18	16	1	0.8	7
CCCCOc1ccc(CN2CCN(CCO)CC2)cc1	1	1	-5	1.1	-8	89*	11	1	0.9	1
O=c1cccc2n1CC1CC2CN(c2nc(N3CCCCC3)nc(N3CCCCC3)n2)C1 (stereo not given)	0.9	1.4	0	1	-5	12	0	0.9	1	-36
O=c1[nH]c(=O)n(Cc2ccc(F)cc2)c(O)c1C=NCCCO	1	0.8	0	1	-4	0	10	1	0.9	15
CC(C)n1cc(C(=O)N(CC(=O)NC2CCCC2)Cc2ccccc2)cn1	1	1	-7	1.1	-13	-1	18	1	0.8	4
O=C(c1cc2nc(-c3ccccc3)cc(-c3ccccc3)n2n1)N1CCC2(CC1)OCCO2	0.8	1	1	1	-2	9	28	0.8	0.7	1
Nc1ncc(P(=S)(N2CCOCC2)N2CCOCC2)s1	0.9	0.9	-8	1.1	-6	-5	20	1	0.8	6
CN1CCN(S(=O)(=O)c2ccc(Cl)nc2)CC1	1	1.1	0	1	-2	-4	11	0.9	0.9	-12
Nc1nnc(CCN2CCCCC2)s1	1.1	1	-5	1	-8	-1	-12	1.1	1.1	-4
O=c1[nH]c(=O)n(CCC2=CCCCC2)c(O)c1C=Nc1cccc(F)c1	1.1	0.8	-5	1.1	-8	-3	1	1.1	1	19
Cc1cc(N2CCOCC2)ccc1/C=C1\C(=O)NC(=O)N(c2ccccc2)C1=O	nt	1.1	-5	1.1	-8	-6	nt	nt	nt	-11
CCCCn1c(O)c(C(CC)=NCc2cc(OC)cc(OC)c2)c(=O)[nH]c1=O	0.8	0.9	-4	1	-4	100*	28	0.9	0.7	5
O=C1C2CCCN2C(c2cccnc2)N1c1cccc(Cl)c1 (stereo not given)	1	1	-5	1.1	-15	-4	9	1	0.9	0
CCNC(=O)NC(=O)C(C)OC(=O)c1c(C)nn(Cc2ccccc2)c1Cl (stereo not given)	0.9	0.9	1	1	8	-3	14	0.8	0.9	15
Cn1c(O)c(/C=C/C=Nc2ccccc2)c(=O)n(C)c1=S	0.9	1	11	0.9	-1	-4	16	1	0.8	-2
CN1C[C@@H]2C[C@@H](c3cccn3-c3ccccn3)N3CCC[C@@]23C1=O	0.8	0.9	-6	1.1	-12	-1	25	0.9	0.7	11
Cc1ccc2c(c1)C1CN(C)CCC1N2C(=O)c1ccc(Br)o1 (stereo not given)	0.9	1	-3	1	-3	0	11	0.9	0.9	-4
COc1ccc(N2C(=O)NC(=O)/C(=C/c3cccc(OC(=O)c4cccs4)c3)C2=O)cc1Cl	1.3	1.3	-3	1	-10	42	17	1.2	0.8	-34
C=CCN1C(=O)NC(=O)/C(=C/c2cccn2C)C1=O	1	0.9	-6	1.1	-8	1	17	1	0.8	8
CCC(=NCCCN(C)C)c1c(O)n(-c2ccc(OC)cc2)c(=O)[nH]c1=O	1	1	-2	1	-10	1	8	1	0.9	1
CCOC(=O)N(c1ccccc1)P1(=S)OCCO1	1.1	1	-4	1	-16	-4	12	0.9	0.9	3
O=c1c2ccccc2nc(Cc2ccccc2)n1-c1ccc(O)cc1	1.1	1	1	1	-2	13	0	0.9	1	3
CCN(CCNc1ccc([N+](=O)[O-])c2cccnc12)S(=O)(=O)c1ccc(Cl)cc1	0.6	0.7	10	0.9	11	89*	20	0.9	0.8	29
COc1cc(OC)cc(-n2nc(C(=O)N3CCC4(CC3)OCCO4)c3ccccc3c2=O)c1	0.9	1	-5	1	-9	-6	13	0.9	0.9	5

Entries of single compounds as entered above. Values in the order: PMI act satM6P, bIAP activator, TNAP inh hiacc, TNAP act hi DEA, TNAP inh no acc, L major viab, Diaph inh CS, PMI act, Diaph act CS, bIAP inhibitor
Results for COc1cc(OC)cc(-n2nc(C(=O)N3CCC4(CC3)OCCO4)c3ccccc3c2=O)c1 : 0.9, 1, -5, 1, -9, -6, 13, 0.9, 0.9, 5
Results for CCN(CCNc1ccc([N+](=O)[O-])c2cccnc12)S(=O)(=O)c1ccc(Cl)cc1 : 0.6, 0.7, 10, 0.9, 11, 89*, 20, 0.9, 0.8, 29
Results for O=c1c2ccccc2nc(Cc2ccccc2)n1-c1ccc(O)cc1 : 1.1, 1, 1, 1, -2, 13, 0, 0.9, 1, 3
Results for Cc1cc(N2CCOCC2)ccc1/C=C1\C(=O)NC(=O)N(c2ccccc2)C1=O : nt, 1.1, -5, 1.1, -8, -6, nt, nt, nt, -11
Results for CCNC(=O)NC(=O)C(C)OC(=O)c1c(C)nn(Cc2ccccc2)c1Cl (stereo not given) : 0.9, 0.9, 1, 1, 8, -3, 14, 0.8, 0.9, 15

Next part
SMILES	PMI act satM6P	bIAP activator	TNAP inh hiacc	TNAP act hi DEA	TNAP inh no acc	L major viab	Diaph inh CS	PMI act	Diaph act CS	bIAP inhibitor
Cc1ccc2c(c1)C1CN(C)CCC1N2C(=O)c1cn(-c2ccccc2)nc1-c1ccccc1 (stereo not given)	1	1.1	-3	1	-8	53*	12	1	0.9	-7
Cc1cccc(-n2c(O)c(/C=N/N3CCOCC3)c(=O)[nH]c2=S)c1	1	0.6	-2	1	-15	0	9	1.1	0.9	39
O=C(NC1CC1)C1CSC(c2cccnc2)=N1 (stereo not given)	1	1	-6	1.1	-16	3	2	1.1	1	5
O=[N+]([O-])c1ccc(NCCO)c2ncccc12	0.6	1	23	0.8	14	0	13	0.9	0.9	-2
CN(C)C(=O)Oc1ccc(OCc2n(C)c3ccccc3[n+]2C)cc1	1.1	1	-3	1	-4	0	-7	1.1	1.1	-3
O=C(NCCN1CCOCC1)c1ccc(Cl)nc1Cl	0.9	1	-6	1.1	-10	0	10	0.9	0.9	3
O=c1[nH]c(=O)n(Cc2ccccc2)c(O)c1C=NCCCO	0.9	0.9	1	1	-3	2	14	0.9	0.9	9
Cc1cccc(CNCCc2ccccc2)n1	1.2	1	1	1	-2	69*	8	1.3	0.9	-4
CC(C)Oc1ccc(C2(C#N)CC[N+](C)(C)CC2)cc1	1	1	-3	1	-6	44	0	0.9	1	-3
O=c1c2ccccc2nc(-c2ccccc2)n1-c1cccc(O)c1	1	1	-1	1	0	-7	15	1	0.8	-4
CCC(=O)OC1(c2ccccc2)CCN(C)CC1C (stereo not given)	0.9	1	1	1	-2	1	9	0.9	0.9	4
O=C1NC(=O)N(c2ccc3c(c2)OCO3)C(=O)/C1=C\c1ccc(N2CCCCC2)o1	1	0.9	42	0.6	40	-2	10	0.9	0.9	10
O=C(Nc1cccnc1)c1c(O)c2c(n(Cc3ccccc3)c1=O)CCCC2	1	1	-8	1.1	-9	17	19	1	0.8	3
Cn1c(C(=O)O)c(CC(=O)N2CCN(Cc3ccccc3)CC2)c2ccccc21	1.1	1	-8	1.1	-18	-7	13	1.1	0.9	-3
COC(=O)C1C(OC(=O)c2ccccc2)CC2CCC1N2C (stereo not given)	1	1	-5	1.1	-4	-15	0	1	1	0
Cc1ccccc1N1C(=O)CC(=O)NC1=O	1	1	4	1	-6	-2	10	1	0.9	2
CCn1cc(C(=O)N2CCCCC2)c2ccccc21	0.9	1	-8	1.1	-16	3	8	0.9	0.9	0

Only part of the results is shown. The share of hits here may be higher or lower than overall.
